Screens as filed in PubChem BioAssay.
TLR9-MyD88 inh = inhibitors of TLR9-MyD88 association in cells, primary screen, cell-based, CHO, BLA complementation, fluorescence | Toll-like receptor 9 (Homo sapiens) + Myeloid differentiation primary response protein … | CCF4 FRET ratio | inhibition, % at 4.98 µM | 0.21% of 340,000 active | AID 504734, 2011;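 active = inhibition above the mean over all tested compounds plus 3 SD, cut at about 21% in these data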;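 note: 0% = DMSO only wells and 100% = clavulanate BLA inhibitor control wells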
NOD2-RIPK2 inh = NOD2-RIPK2 binding disruptors in cells, primary screen, fluorescence, CHO cells, BLA complementation; Receptor-interacting serine/threonine-protein kinase 2 (Homo sapiens), O43353; CCF4 ratio; inhibition, % at 4.98 µM; 0.38% of 360,000 active; in the data active = inhibition above about 21%;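 note: 0% = vehicle only and 100% = reference blocker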
ABCB6 inh 2 = ABCB6 transporter inhibitors, primary screen, K562-ABCB6 cells, flow cytometry, MLPCN library | AID 602162, 2011 | fluorescence ratio to DMSO, % at 10 µM | K562-ABCB6 porphyrin accumulation, 1 h; active compounds read low | 0.19% of 360,000 active;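 active = fluorescence ratio to DMSO below 75%, the collection mean minus 3 SD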;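 note: signal is porphyrin accumulated inside mitochondria; 100% equals median channel fluorescence of DMSO control wells; lower ratio means ABCB6 inhibition with less porphyrin fluorescence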
aDG glyco act = activators of alpha-DG glycosylation, primary screen, uHTS, Pro5-aDG cells, AlphaScreen; alpha-DG glycosylation AlphaScreen (IIH6); 0% Pro5, 100% B10-LARGE cell signal; activation, % at 10 µM; 0.22% of 360,000 active;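 active = activation of at least 8% versus controls, or a plate z-score of at least 8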;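 note: Pro5 are CHO cells carrying HIG-tagged alpha-DG that lacks glycosylation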
Exocytosis inh = LAMP-1 surface exposure blockers, TALL-104 cells – cell-based, flow cytometry, MLPCN library, primary screen; AID 651702, 2012; inhibition, % at 10 µM; TALL-104 LAMP-1 surface exposure; cells stimulated with thapsigargin and PMA; 0.66% of 360,000 active;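 active = inhibition above about 55%, limit read from the data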
Vif imaging = HIV Vif self-association inhibitors, primary screen, imaging, HEK293T, single point | HEK293T cells, Vif self-association by quenched fluorescence, 24 h | inhibition, % at 7.49 µM | 0.35% of 340,000 active | AID 602346, 2012; in the data active = inhibition above about 50%, passing the limit was not always enough; note: some results filed as inactive read as strong as hits
MC4R barr agon = MC4R agonists recruiting beta-arrestin, primary screen, cell-based, luminescence, agonist arm of biased-ligand search; 0.98% of 360,000 active; AID 540308, 2011; U2OS MC4R beta-arrestin complementation; percent of melanotan II response, DMSO zero; activation, % at 8.9 µM; Melanocortin receptor 4 (Homo sapiens), P32245;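 active = activation above a per-plate cutoff, the mean activation of sample wells on that plate plus 3 SD, cut at about 8% in these data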
MC4R antag cAMP = MC4R antagonists of cAMP signaling, primary screen, cell-based, TR-FRET, antagonist arm of biased-ligand search. 0.48% of 360,000 active. MC4R-expressing cells, MTII-stimulated cAMP, LANCE TR-FRET. Melanocortin receptor 4 (Homo sapiens), P32245. inhibition, % at 6.5 µM. AID 540295, 2011;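 active = inhibition above its plate's cutoff, the mean of tested wells on that plate plus 3 SD, cut at about 29% in these data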;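 note: 0% = Melanotan II alone and 100% = Melanotan II plus saturating MCL0020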
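Assay system: U2OS cells stably expressing human melanocortin 4 receptor (MC4R) / Dosing: 6.5 µM / Timing: compound 30 min, challenge 1 h, detection 1 h / Measured by: Eu-cAMP/anti-cAMP TR-FRET, emission 671 nm / Replicates: singlicate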
Glyco luc inh = increase of ERlucT glycosylation luciferase signal, primary screen, N-linked glycosylation inhibitor project, D54 ERlucT cells, luminescence, set 2; D54 ERlucT glycosylation luciferase reporter, 24 h; percent of 100 nM tunicamycin response; reporter increase, % at 12.5 µM; 0.23% of 360,000 active; AID 588692, 2011;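 active = mean luciferase reporter signal, scaled so untreated is 0 and the glycosylation-blocking control 100, at or above a set limit in every replicate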;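 note: luciferase carries N-glycosylation sites so blocking glycosylation raises the light; 0% = median of neutral control wells and 100% = median of 100 nM tunicamycin wells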
ABHD5-PLIN5 inh = ABHD5-PLIN5 interaction inhibitors, primary screen, cell lysate, split luciferase complementation, luminescence; AID 602281, 2012; Perilipin-5 (Homo sapiens) + 1-acylglycerol-3-phosphate O-acyltransferase ABHD5 (Homo …; inhibition, % at 4 µM; 0.78% of 360,000 active; Split G. princeps luciferase complementation, 4 h;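 active = inhibition above the mean inhibition across every tested compound plus 3 SD, cut at about 22% in these data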;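 note: 0% = DMSO only wells and the 100% control is not disclosed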
An asterisk follows results filed as active; . = no result given. This is a subset (hit frequency here may not be typical).

no. | molecule | TLR9-MyD88 inh | NOD2-RIPK2 inh | ABCB6 inh 2 | aDG glyco act | Exocytosis inh | Vif imaging | MC4R barr agon | MC4R antag cAMP | Glyco luc inh | ABHD5-PLIN5 inh
1 | Cc1cccc(C)c1NC(=O)c1cccn(Cc2ccc3c(c2)OC(F)(F)O3)c1=O | -1 | -2 | 87 | 0.6 | 2 | -2 | 0.6 | -11 | 2 | 0
2 | CCc1ccc(NC(=O)C(C)OC(=O)c2c(C)nn(Cc3ccccc3)c2Cl)cc1 (configuration not stated) | -5 | 0 | 95 | 0.0 | 2 | -4 | -0.5 | -2 | -2 | -8
3 | COc1ccccc1N1CCN(Cc2cnc(-c3ccccc3)[nH]2)CC1 | -1 | 13 | 103 | 0.0 | -7 | -9 | -1.8 | 6 | -1 | 2
4 | c1ccc(C2(N3CCCCC3)CCCCC2)cc1 | -14 | -1 | 103 | 0.2 | 2 | -9 | 0.5 | 11 | 1 | -4
5 | CCCCC/C(=N\O)c1c[nH]c2ccccc12 | 7 | -2 | 102 | 0.0 | -6 | -7 | 0.9 | -1 | -5 | -1
6 | CCC(CO)NC(=O)C1C=C2c3cccc4[nH]cc(c34)CC2N(C)C1 (configuration not stated) | -13 | -1 | 105 | 0.2 | -2 | 9 | -1.1 | -20 | 5 | -12
7 | CC(C)CCC1(CN2CCCC2=O)C(=O)NC(=O)NC1=O | 1 | -3 | 104 | -0.2 | 0 | 8 | -1.8 | 2 | -1 | -3
8 | C=CCN1C(=O)NC(=O)C(Cc2ccc(OC)c(OC)c2)C1=O (configuration not stated) | -4 | 5 | 98 | 0.0 | 0 | 12 | -1.5 | -3 | 2 | -4
9 | Clc1ccc2c(c1)C(OC1CN3CCC1CC3)c1ccccc1CS2 (configuration not stated) | 0 | -1 | 95 | -0.5 | 38 | -1 | 1.3 | 1 | 0 | 21
10 | CC1(C)CN=C(Nc2ccc(F)c(F)c2)S1 | 2 | -5 | 88 | -0.3 | 3 | -2 | 0.8 | 6 | 1 | 9
11 | N[C@@]1(C(=O)O)CC[C@@H](C(=O)O)C1 | 1 | -2 | 98 | -0.1 | -2 | 9 | -2.3 | 2 | 1 | 4
12 | O=C1CC=C2C3CC4N(CCC45c4ccccc4N1C25)CC3=CCO (configuration not stated) | -1 | -8 | 93 | -0.1 | -2 | -9 | -0.7 | 4 | 0 | -1
13 | CCCCn1c(O)c(C(C)=NCc2cc(OC)cc(OC)c2)c(=O)[nH]c1=O | -4 | -1 | 96 | 0.1 | -1 | -3 | 0.5 | -1 | -1 | -3
14 | ON1C2CCCCC2N(O)C1c1ccccc1F (configuration not stated) | -8 | -4 | 97 | -0.1 | -2 | 4 | -1.8 | -1 | -1 | -2
15 | O=C(c1ccc2c(c1)N(Cc1ccc(F)cc1)CCS2)N1CCC2(CC1)OCCO2 | 8 | 0 | 113 | 0.1 | -7 | 6 | -0.4 | -2 | 2 | -4
16 | CCCC1CCCCC12C(=O)NC(=O)NC2=O (configuration not stated) | -5 | -1 | 100 | -0.3 | 3 | 2 | 1.4 | -1 | 4 | -8
17 | C=Cn1ccnc1P(=S)(c1c(C)nn(-c2ccccc2)c1C)c1nccn1C=C | -6 | 1 | 102 | -0.1 | 2 | -4 | 0.9 | 13 | -1 | -6
18 | CCOC(=O)C1CCN(C(C)C(=O)c2c(C)[nH]c3cc(C)ccc23)CC1 (configuration not stated) | -8 | -1 | 94 | 0.4 | 0 | -8 | -1.8 | -3 | 4 | -1
19 | CCC(=NCc1cccnc1)c1c(O)n(-c2ccccc2)c(=O)[nH]c1=O | . | 2 | 87 | -0.1 | -4 | 7 | -0.7 | 0 | 0 | 0
20 | COc1cc2c(cc1OC)CN(c1ccc([N+](=O)[O-])c(C(F)(F)F)c1)CC2 | -1 | 1 | 96 | -0.1 | 23 | -8 | -2.6 | 10 | -2 | 17
21 | Cc1ccc(N2C(=O)NC(=O)/C(=C/C=C/c3ccco3)C2=O)cc1 | -5 | -11 | 96 | 0.0 | 46 | -5 | 0.3 | -1 | . | 17
22 | Cc1cccc(N2C(=O)NC(=O)/C(=C\C=C\c3ccco3)C2=O)c1 | 3 | -12 | 94 | -0.1 | 28 | 15 | -1.5 | 14 | 42* | 24*
23 | Cc1cccc(C)c1-n1nnnc1C(CCc1ccccc1)N1CCC2(CC1)C(=O)NCN2c1ccccc1 (configuration not stated) | . | 3 | 95 | -0.1 | 9 | -2 | . | . | -2 | 2
24 | CC12CN3CCN(CC(C3)/C1=N/NC(N)=O)C2 | -1 | -13 | 102 | -0.1 | -2 | 1 | 0.9 | 22 | 0 | 5

Nine consecutive entries from above, for reference:
no. | molecule | TLR9-MyD88 inh | NOD2-RIPK2 inh | ABCB6 inh 2 | aDG glyco act | Exocytosis inh | Vif imaging | MC4R barr agon | MC4R antag cAMP | Glyco luc inh | ABHD5-PLIN5 inh
16 | CCCC1CCCCC12C(=O)NC(=O)NC2=O (configuration not stated) | -5 | -1 | 100 | -0.3 | 3 | 2 | 1.4 | -1 | 4 | -8
17 | C=Cn1ccnc1P(=S)(c1c(C)nn(-c2ccccc2)c1C)c1nccn1C=C | -6 | 1 | 102 | -0.1 | 2 | -4 | 0.9 | 13 | -1 | -6
18 | CCOC(=O)C1CCN(C(C)C(=O)c2c(C)[nH]c3cc(C)ccc23)CC1 (configuration not stated) | -8 | -1 | 94 | 0.4 | 0 | -8 | -1.8 | -3 | 4 | -1
19 | CCC(=NCc1cccnc1)c1c(O)n(-c2ccccc2)c(=O)[nH]c1=O | . | 2 | 87 | -0.1 | -4 | 7 | -0.7 | 0 | 0 | 0
20 | COc1cc2c(cc1OC)CN(c1ccc([N+](=O)[O-])c(C(F)(F)F)c1)CC2 | -1 | 1 | 96 | -0.1 | 23 | -8 | -2.6 | 10 | -2 | 17
21 | Cc1ccc(N2C(=O)NC(=O)/C(=C/C=C/c3ccco3)C2=O)cc1 | -5 | -11 | 96 | 0.0 | 46 | -5 | 0.3 | -1 | . | 17
22 | Cc1cccc(N2C(=O)NC(=O)/C(=C\C=C\c3ccco3)C2=O)c1 | 3 | -12 | 94 | -0.1 | 28 | 15 | -1.5 | 14 | 42* | 24*
23 | Cc1cccc(C)c1-n1nnnc1C(CCc1ccccc1)N1CCC2(CC1)C(=O)NCN2c1ccccc1 (configuration not stated) | . | 3 | 95 | -0.1 | 9 | -2 | . | . | -2 | 2
24 | CC12CN3CCN(CC(C3)/C1=N/NC(N)=O)C2 | -1 | -13 | 102 | -0.1 | -2 | 1 | 0.9 | 22 | 0 | 5

Later entries:
no. | molecule | TLR9-MyD88 inh | NOD2-RIPK2 inh | ABCB6 inh 2 | aDG glyco act | Exocytosis inh | Vif imaging | MC4R barr agon | MC4R antag cAMP | Glyco luc inh | ABHD5-PLIN5 inh
25 | CC1=C[C@@H]2c3cccc4[nH]cc(c34)C[C@H]2N(C)C1 | 4 | -3 | 146 | 0.2 | -7 | . | 0.8 | -10 | 0 | -13
26 | CC(=NCc1ccco1)c1c(O)n(-c2ccccc2)c(=O)[nH]c1=O | -7 | -6 | 98 | 0.0 | 0 | -4 | 0.0 | 4 | 3 | 0
27 | O=C1NCN(c2ccccc2)C12CCN(C(c1cccc3ccccc13)c1nnnn1Cc1ccccc1)CC2 (configuration not stated) | . | -3 | 101 | -0.1 | 0 | 3 | . | . | -1 | -1
28 | COC(=O)C1=C(c2ccc(Cl)c(C(F)(F)F)c2)C[C@@H]2CC[C@H]1N2C(=O)N1CCC(O)(c2ccc(Cl)cc2)CC1 | -13 | -11 | 98 | 0.4 | -6 | -4 | 0.3 | 4 | -4 | -5
29 | CCOc1ccc(C2C(C#N)=C(N)Oc3c2c(=O)oc2ccccc32)cc1 (configuration not stated) | 10 | -5 | 106 | 0.0 | 4 | 2 | -0.7 | 1 | 4 | 0
30 | COC(=O)C1=C(c2ccc(S(C)(=O)=O)cc2)C[C@@H]2CC[C@H]1N2C(=O)NC1CCCCC1 | -3 | 5 | 96 | -0.1 | 3 | 20 | -1.3 | 5 | -1 | -5
31 | O=C1CN(O)C(c2ccccc2)=c2cc(Br)ccc2=N1 | -106 | 12 | 95 | 0.0 | -2 | -1 | -1.5 | 4 | 2 | -5
32 | COc1ccc(OCC(=O)N2CCN(Cc3ccc(SC)cc3)CC2)cc1 | 5 | 5 | 101 | -0.1 | -2 | -10 | 0.8 | 10 | 0 | 3
33 | O=C(c1ccccc1F)c1cn(CC(=O)N2CCCC2)c2ccccc12 | 7 | -5 | 87 | -0.1 | 2 | . | -2.0 | 3 | 0 | -2
34 | COc1ccc2[nH]cc(CCN=C(N)N)c2c1 | 8 | -9 | 111 | 0.0 | 0 | 4 | 2.4 | 2 | 0 | 7
35 | Cc1ccc(-n2c(/C=C/c3ccccn3)nc3ccccc3c2=O)cc1 | 5 | -8 | 97 | 0.1 | -15 | -14 | -0.3 | 14 | 2 | -1
36 | N=c1sc2c(n1Cc1ccccc1)CCCC2 | -1 | 6 | 106 | 0.3 | 1 | -5 | 0.2 | 6 | -2 | 6
37 | Brc1ccc2[nH]cc(/C=N/N3CCCCC3)c2c1 | -3 | -19 | 104 | -0.1 | 48 | -3 | 4.1 | 1 | 0 | 12
38 | COc1ccc(CC2C(=O)NC(C)C(=O)N(C)C3C(=O)N(C)C(Cc4ccc(O)c(c4)Oc4ccc(cc4)C3O)C(=O)NC(C)C(=O)NC(C)C(=O)N2C)cc1 (configuration not stated) | -7 | 18 | 91 | -0.4 | -10 | -7 | -2.5 | 0 | -18 | -1
39 | O=C1OCCC1NC1=NCCC1 (configuration not stated) | 3 | -1 | 97 | -0.1 | -4 | 18 | -2.4 | 3 | 4 | -1
40 | O=C(OCC(=O)c1ccc([N+](=O)[O-])cc1)/C(=C\c1ccc(Cl)cc1)NC(=O)c1ccccc1 | -2 | -1 | 92 | 0.9 | 9 | -5 | -0.2 | -9 | 1 | -9
41 | CC(=O)N1CC(=O)Nc2ccc(F)cc2C1c1ccccc1 (configuration not stated) | -13 | -8 | 93 | -0.2 | 0 | 2 | -0.9 | 4 | 2 | 2
42 | N=C1C(c2ccccc2)=C(O)CN1Cc1ccco1 | -14 | -7 | 90 | 0.0 | 0 | 6 | -0.3 | 0 | -1 | -8
43 | CCCCn1c(N)c(C(=O)OCC2CCCO2)c2nc3ccccc3nc21 (configuration not stated) | -7 | 3 | 98 | 0.1 | -2 | . | -2.6 | -26 | 11 | -9
